Compound activity as filed in PubChem.
A3A deaminase = blocks human APOBEC3A ssDNA deamination. recombinant A3A, FAM/TAMRA ssDNA deamination fluorescence. P31941. AID 493011. inhibition, % at 20 µM. 330,000 tested, 0.41% active;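 active = at least 40% inhibition at 20 µM here, with at most 30% in a related deaminase screen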;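 note: plate controls were A3A with DMSO for no effect and wells lacking A3A enzyme for full effect; some results filed as inactive read as strong as hits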
Target sequence (P31941 whole entry, looked up): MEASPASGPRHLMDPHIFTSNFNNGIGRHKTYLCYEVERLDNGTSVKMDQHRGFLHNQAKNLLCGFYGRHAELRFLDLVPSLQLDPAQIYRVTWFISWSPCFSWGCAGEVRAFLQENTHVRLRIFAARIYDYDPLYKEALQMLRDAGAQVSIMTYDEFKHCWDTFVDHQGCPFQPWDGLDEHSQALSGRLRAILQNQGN
NALP3 yeast inh = blocks the NALP3 inflammasome reconstituted in yeast; inhibition, % at 10 µM; Yeast reconstituted NLRP3/ASC/caspase-1, beta-gal luminescence, 24 h; 330,000 tested, 0.39% active;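 active = inhibition of 50% or more; inactive = inhibition below 50%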;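 note: plate controls were induced DMSO wells for no effect and uninduced yeast grown without galactose for full effect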
SENP1 inh = inhibitors of human SENP1 SUMO protease catalytic domain | inhibition, % at 10 µM | Q9P0U3 | AID 624204 | 360,000 tested, 0.21% active | recombinant SENP1 catalytic domain, CyPet-SUMO1-YPet FRET cleavage;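 active = inhibition at least 30% at 10 µM, raw YFP signal under a set limit, fluorescence ratio 0.5 to 1.5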;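 note: 0% = enzyme with DMSO and 100% = no enzyme wells; some results filed as inactive read as strong as hits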
Target sequence (Q9P0U3 419-644 limits assumed): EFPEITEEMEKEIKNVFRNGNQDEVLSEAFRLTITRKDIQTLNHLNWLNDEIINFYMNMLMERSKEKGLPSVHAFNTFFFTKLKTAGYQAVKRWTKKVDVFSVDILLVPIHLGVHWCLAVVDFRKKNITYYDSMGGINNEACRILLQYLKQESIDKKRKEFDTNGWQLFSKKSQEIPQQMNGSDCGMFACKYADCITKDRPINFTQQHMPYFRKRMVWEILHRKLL
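System: Recombinant human SENP1 catalytic domain, His6-tagged | Incubation: Enzyme reaction for 50 min at room temperature, dark | Medium: Tris pH 8 with BME, BSA, NP40 and catalase | Also added: 25 nM SUMO1 FRET substrate | Compound: 10 µM single point, 0.5% DMSO | Measured by: FRET fluorescence in CFP and YFP emission channels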
hIAP inh = human IAP inhibition | purified IAP, CDP-Star luminescence, 30 min | 330,000 tested, 0.12% active | P09923 | inhibition, % at 10 µM;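 active = inhibition reaching a set limit with compound at 10 µM in the primary screen, cut at about 35% in these data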;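 note: plate controls were DMSO wells with enzyme for no effect and no-enzyme buffer wells for full effect; values of inactives mirror those of a sister screen read the other way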
mIAP inh = mouse IAP inhibition; purified mouse IAP, CDP-Star luminescence, 30 min; inhibition, % at 10 µM; 330,000 tested, 0.2% active; AID 2806;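 active = inhibition of at least 40% at 10 µM in the primary screen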;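 note: plate controls were DMSO with enzyme for no effect and no enzyme wells for full effect; values of inactives mirror those of a sister screen read the other way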
beta cell repl = induces beta-cell replication in MIN6 cells. MIN6 cells proliferation, ATPlite luminescence, 48 h; cells starved in 0.2% serum; 100% = growth in 10% serum. proliferation, % at 10 µM. 330,000 tested, 0.29% active. AID 2380;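 active = compounds whose signal lies at least 3.5 SD above the mean of all wells on their plate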;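 note: 0% = DMSO-treated cells in low-serum medium and 100% = 10% serum control; some compounds called inactive have numbers as strong as hits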
hIAP activ = increases human intestinal alkaline phosphatase activity; purified human IAP, CDP-Star luminescence, 30 min; active compounds read high; 1 = vehicle-only enzyme, 0 = enzyme-free background; activation factor at 10 µM; 330,000 tested, 0.16% active;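 active = activation factor of the enzyme at least 2-fold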; note: the source names both 10 and 20 µM as test concentration; values of inactives mirror those of a sister screen read the other way
mIAP activ = increases mouse intestinal alkaline phosphatase activity; muIAP, CDP-Star luminescence, 30 min; active compounds read high; 1 = vehicle-only enzyme signal, 0 = enzyme-free wells; activation factor at 10 µM; 330,000 tested, 0.24% active;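 active = activation factor of at least 2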; note: the source names both 10 and 20 µM as test concentration; values of inactives mirror those of a sister screen read the other way
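also added = chemiluminescent substrate CDP-Star | test system = mouse IAP enzyme | signal = chemiluminescence readout | compound = DMSO-dissolved test compounds | incubation = 30 min at room temperature | benchmarks = DMSO wells, no-enzyme wells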
APOBEC3G inh = inhibitors of human APOBEC3G DNA deaminase; recombinant A3G, ssDNA deamination FAM/TAMRA fluorescence; inhibition, % at 20 µM; 330,000 tested, 0.28% active;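 active = inhibition of at least 40% at 20 µM, with no more than 30% in the related APOBEC3A deaminase screen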;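 note: plate controls were DMSO wells with A3G for no effect and wells lacking A3G enzyme for full effect; some compounds called inactive have numbers as strong as hits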
Target sequence (Q9HC16 whole entry, looked up): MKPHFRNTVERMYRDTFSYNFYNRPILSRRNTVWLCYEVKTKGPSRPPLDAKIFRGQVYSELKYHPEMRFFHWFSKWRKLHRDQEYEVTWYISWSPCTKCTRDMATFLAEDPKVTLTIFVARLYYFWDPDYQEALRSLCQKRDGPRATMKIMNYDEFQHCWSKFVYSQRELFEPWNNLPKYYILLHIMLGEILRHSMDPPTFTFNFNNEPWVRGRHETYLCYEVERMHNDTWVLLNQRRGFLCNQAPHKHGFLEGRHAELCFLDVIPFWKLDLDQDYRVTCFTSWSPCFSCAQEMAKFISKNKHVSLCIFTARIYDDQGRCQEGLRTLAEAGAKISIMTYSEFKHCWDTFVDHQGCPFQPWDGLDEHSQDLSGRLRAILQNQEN
* hit, by the source's call; nt = not tested or not shown. These rows are one share of the data; rates above refer to the full screens.

SMILES	A3A deaminase	NALP3 yeast inh	SENP1 inh	hIAP inh	mIAP inh	beta cell repl	hIAP activ	mIAP activ	APOBEC3G inh
C[C@@H]1C(c2ccc(F)cc2)=NN(c2ccccc2)[C@H]1C(=O)N1CCOC1=O	1	nt	-9	nt	-8	nt	nt	1.1	1
CCCSc1nc(C)cc(C)c1S(C)(=O)=O	0	-63	-1	-2	8	1	1	0.92	-6
CCCn1c(SCC(=O)Nc2ccccc2C(=O)OC)nc2c1c(=O)n(C)c(=O)n2C	-4	15	4	-18	3	0	1.2	0.97	-8
Cn1c(CNc2nc(-c3ccccc3)cs2)nnc1SCC(=O)N1CCc2ccccc21	-2	-3	1	5	0	-2	0.95	1	-7
Cc1ccc(-c2nnn(CC(=O)N(Cc3ccco3)C(C(=O)NC(C)(C)C)c3cccs3)n2)o1 (stereo not given)	3	0	-4	8	-4	-3	0.92	1	-2
O=C(COc1ccccc1-c1ccccc1)Nc1ccc(S(=O)(=O)NCc2ccco2)cc1	1	8	-2	4	-7	-1	0.96	1.1	0
CCOC(=O)Nc1cc(C)c(Cl)cc1OC	-11	5	2	-15	6	-1	1.2	0.94	-5
COc1ccc(/C=C/C(=O)OCC(=O)NC2CCCCC2C)c(OC)c1 (stereo not given)	2	15	3	11	2	-2	0.89	0.97	-6
O=C(COc1cccc2ccccc12)Nc1cc(S(=O)(=O)N2CCOCC2)ccc1N1CCOCC1	-2	12	nt	14	4	0	0.86	0.96	-19
CSc1ccc(CN(C)CC(=O)NC(C)c2ccccc2)cc1 (stereo not given)	3	6	1	-5	10	-3	1.1	0.9	-4
COc1ccc(CCN(C)C(=O)c2ccc(C)c(S(=O)(=O)N3CCCCC3)c2)cc1OC	2	14	1	11	-2	8	0.89	1	-3
COc1ccc(S(=O)(=O)/C(C#N)=C/Nc2ccccc2F)cc1	-4	6	3	-2	6	3	1	0.94	-7

3 entries already listed, ordered by heavy-atom count, rising:
SMILES	A3A deaminase	NALP3 yeast inh	SENP1 inh	hIAP inh	mIAP inh	beta cell repl	hIAP activ	mIAP activ	APOBEC3G inh
CSc1ccc(CN(C)CC(=O)NC(C)c2ccccc2)cc1 (stereo not given)	3	6	1	-5	10	-3	1.1	0.9	-4
Cn1c(CNc2nc(-c3ccccc3)cs2)nnc1SCC(=O)N1CCc2ccccc21	-2	-3	1	5	0	-2	0.95	1	-7
O=C(COc1ccccc1-c1ccccc1)Nc1ccc(S(=O)(=O)NCc2ccco2)cc1	1	8	-2	4	-7	-1	0.96	1.1	0

Single values from the entries so far.
COc1ccc(S(=O)(=O)/C(C#N)=C/Nc2ccccc2F)cc1 | A3A deaminase: -4
COc1ccc(/C=C/C(=O)OCC(=O)NC2CCCCC2C)c(OC)c1 (stereo not given) | APOBEC3G inh: -6
CCCSc1nc(C)cc(C)c1S(C)(=O)=O | mIAP inh: 8
C[C@@H]1C(c2ccc(F)cc2)=NN(c2ccccc2)[C@H]1C(=O)N1CCOC1=O | SENP1 inh: -9
CCOC(=O)Nc1cc(C)c(Cl)cc1OC | beta cell repl: -1

Going on with the list.
SMILES	A3A deaminase	NALP3 yeast inh	SENP1 inh	hIAP inh	mIAP inh	beta cell repl	hIAP activ	mIAP activ	APOBEC3G inh
Cc1csc(NC(=O)C2CCCCN2S(=O)(=O)c2ccccc2)n1 (stereo not given)	1	-26	1	-9	-9	0	1.1	1.1	2
COc1cc(/C=C/C(=O)OCC(=O)Nc2cc(C)on2)ccc1OCC#N	0	14	1	-10	2	-3	1.1	0.98	-2
CCOCCCn1c(=NC(=O)c2cccs2)c(C#N)cc2c(=O)n3ccccc3nc21	-4	9	-33	-14	5	14*	1.1	0.95	-5
Cc1ccc(-c2nc(CS(=O)CC(=O)NCc3ccco3)c(C)o2)cc1 (stereo not given)	-4	-15	0	-20	2	-1	1.2	0.98	-6
O=C(COC(=O)c1cccs1)Nc1cccc(Cl)c1	-4	7	1	-1	-4	-2	1	1	-7
Cc1cc(/C=N\NC(=O)CC(=O)NC2CCCCC2)c(C)n1-c1cccc(Cl)c1Cl	2	21	1	-12	-5	-3	1.1	1.1	-1
CCCCCC(=O)OC(CN1CCCCC1)CN1CCCC1=O (stereo not given)	2	13	1	-14	-7	-1	1.1	1.1	-1
CCOc1ccc(N(C)S(=O)(=O)c2ccc(-c3cc(C)no3)s2)cc1	-7	45	2	-2	0	-5	1	1	-9
NC(=O)C1CC(=O)N(c2ccc(OCc3ccccc3Cl)cc2)C1 (stereo not given)	3	8	0	-2	4	1	1	0.95	-2
CC1=CCC2C(=O)N(c3ccccc3OC(=O)c3ccccc3F)C(=O)C2C1 (stereo not given)	-8	-10	0	-8	-11	-3	1.1	1.1	-8
CN(C)Cc1c(O)ccc2oc(Cc3ccccc3)cc12	4	8	-20	3	6	0	0.97	0.94	4
Cc1ccc(S(=O)(=O)NCC(=O)NCC(=O)OC(C(=O)NC(N)=O)C(C)C)cc1C (stereo not given)	-1	2	1	-19	12	-2	1.2	0.88	-4
COc1ccc(Br)cc1/C=C/C(=O)OCC(=O)NCCc1ccc(S(N)(=O)=O)cc1	3	6	1	1	-7	-2	0.99	1.1	1
COc1cc(C2NC(=O)CCC2[N+](=O)[O-])cc(Br)c1OC (stereo not given)	4	9	-1	-6	1	-1	1.1	0.99	-7
COc1ccc(CNCC(O)COc2ccc(C)cc2[N+](=O)[O-])cc1 (stereo not given)	0	31	-1	8	17	-2	0.92	0.83	-11
CCOC(=O)c1c(NC(=O)c2cccs2)sc2c1CCN(C(=O)OCC)C2	-21	27	-19	11	8	-6	0.89	0.92	-5
COc1ccc2c(CC(=O)NC3CCCc4ccccc43)coc2c1 (stereo not given)	0	25	-14	7	-3	-2	0.93	1	-1
Cc1cccc(-n2c(-c3csc(C(C)C)c3)n[nH]c2=S)c1	-1	21	0	18	6	-1	0.82	0.94	-3
CC(=O)NC(CCS(C)(=O)=O)C(=O)Nc1nc(C)cs1 (stereo not given)	-4	6	2	1	0	-1	0.99	1	-8
COc1ccc(/C=C/C(=O)NCc2c(C)nn(C)c2C)cc1COc1ccc(Br)cc1	1	-3	2	19	13	-2	0.81	0.87	-6
COc1ccc(CN2CC(C(=O)NCCc3ccc(C)cc3)CC2=O)cc1 (stereo not given)	0	21	2	13	-1	-1	0.87	1	-4
CCN(CC)c1ncnc2c1[nH]c1ccccc12	-3	22	0	23	-3	0	0.77	1	-6
CCCCn1c(N)c(N(CCOC)C(=O)c2cc(S(=O)(=O)N3CCCCC3)ccc2C)c(=O)[nH]c1=O	7	10	-22	8	4	0	0.92	0.96	-8
CCOc1cc(CNCc2cccs2)ccc1OCC(=O)NC(C)(C)C	0	9	3	-8	-6	-3	1.1	1.1	-8
O=C(O)c1ccccc1C(=O)c1ccc(Br)s1	0	-6	-2	3	3	-1	0.97	0.97	-1
O=C(CSc1n[nH]c(=O)n1C1CC1)c1ccc(F)cc1	1	-8	2	-4	5	-1	1	0.95	0
O=C(Nc1ccc(N2C(=O)C3C4C=CC(C4)C3C2=O)cc1)Nc1cccnc1 (stereo not given)	-7	-3	0	-2	-7	-3	1	1.1	-9
CC1(CCc2ccccc2)NC(=S)N(c2ccc(Cl)cc2)N1 (stereo not given)	1	15	-1	-7	-5	0	1.1	1.1	57*
O=C(O)c1ccccc1COc1ccccc1Cl	-1	5	1	10	-14	-2	0.91	1.1	-3
O=C(COC(=O)c1ccc(F)cc1)Nc1cc(S(=O)(=O)N2CCOCC2)ccc1N1CCCC1	-6	1	1	-15	-5	0	1.2	1.1	-11
COc1ccc(CNC(=O)Cc2ccc(-c3ccccc3)cc2)cc1OC	0	17	-6	0	0	-2	1	1	0
CCC1SC2=NC(C)=C(C(=O)OC)C(c3ccc(C(=O)OC)cc3)N2C1=O (stereo not given)	-1	9	2	0	4	-3	0.99	0.96	-2
COc1cc(CNCCC2CCOC(C)(C)C2)ccc1O (stereo not given)	1	-7	-2	7	2	0	0.93	0.97	-2
Cc1cccc(/C(N)=N/OC(=O)c2ccc3c(c2)OCO3)c1	2	42	3	13	6	0	0.87	0.94	-4
O=C(CN1C(=O)NC(Cc2c[nH]c3ccccc23)C1=O)NC1CC1 (stereo not given)	0	-1	1	-15	6	-3	1.2	0.94	-5
CCOCCCNC(=O)CN1CCN(S(=O)(=O)c2ccc3c(c2)CCC3)CC1	10	12	0	-6	-14	-3	1.1	1.1	-2
CCCNC(=O)C1CCN(S(=O)(=O)c2c(C)noc2/C=C\c2ccc(OC)cc2)CC1	4	16	-1	2	5	-3	0.98	0.95	5
CC(=O)N1c2ccc(S(=O)(=O)NCCC(=O)NC3CCC(C)CC3)cc2CC1C (stereo not given)	-1	-1	1	8	5	-1	0.92	0.95	-2
COc1ccc2nc(NC(=O)CC3Oc4ccccc4NC3=O)sc2c1 (stereo not given)	5	-5	2	9	-4	-1	0.91	1	-3
CCN(CC(=O)Nc1ccccc1C(F)(F)F)C(=O)c1cccc(N2C(=O)CCC2=O)c1	3	20	1	4	0	5	0.96	1	-7
O=S(=O)(N/N=C\c1c(F)cccc1Cl)c1ccc(Cl)cc1	0	16	2	-15	-1	-2	1.1	1	-4
O=C(O)CSc1nnc(CNc2ccc(F)cc2)n1-c1ccccc1	0	4	1	9	15	-3	0.91	0.85	-7
O=C1CCC(C(=O)Nc2ccccc2N2CCCC2)=NN1	1	16	1	-10	6	4	1.1	0.94	1
CCn1ncc(/C=N\NC(=O)COc2cc(C)cc(C)c2)c1C	1	-3	4	8	0	-1	0.93	1	-5
c1ccc(CN2OCC3Cn4c(nc5ccccc54)C32)cc1 (stereo not given)	-3	-6	2	-14	-2	-2	1.1	1	-11
CC1(C)Oc2nc3ccccc3n2/C1=C\C#N	-1	1	1	-9	0	0	1.1	1	-4
Cc1ccc(/C=C(\C#N)c2nn(-c3ccccc3)c(N)c2C#N)cc1	-1	23	-20	27	9	0	0.73	0.91	-6
Cc1cccc(CCNC(=O)CCCOc2cc(=O)n(C)c3ccccc23)c1	-2	8	2	-8	0	1	1.1	0.99	-7

Compound profiles, as listed above. Order of values: A3A deaminase	NALP3 yeast inh	SENP1 inh	hIAP inh	mIAP inh	beta cell repl	hIAP activ	mIAP activ	APOBEC3G inh
CCn1ncc(/C=N\NC(=O)COc2cc(C)cc(C)c2)c1C across the screens: 1	-3	4	8	0	-1	0.93	1	-5
c1ccc(CN2OCC3Cn4c(nc5ccccc54)C32)cc1 (stereo not given) across the screens: -3	-6	2	-14	-2	-2	1.1	1	-11
Cc1cccc(CCNC(=O)CCCOc2cc(=O)n(C)c3ccccc23)c1 across the screens: -2	8	2	-8	0	1	1.1	0.99	-7
CCCNC(=O)C1CCN(S(=O)(=O)c2c(C)noc2/C=C\c2ccc(OC)cc2)CC1 across the screens: 4	16	-1	2	5	-3	0.98	0.95	5
